Screening results (PubChem)
MBD2 DNA inh – MBD2-methylated oligo binding inhibition; TR-FRET, MBD2 binding to methylated oligonucleotide; Q9UBB5; 370,000 compounds, 0.31% hits; AID 686964; inhibition, % at 4.4 µM; in the data active = inhibition above about 13%
GC-B act – GC-B (human) receptor activation; P20594; HEK293-GC-B cells, CNP EC30, cGMP TR-FRET; 0% at EC30 CNP, 100% saturating CNP; activation, % at 10 µM; 370,000 compounds, 0.11% hits; AID 1920062;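 active = activation at 10 µM reaching about 35% in either raw or pattern-adjusted values, limit read from the data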
LEDGF integ inh – blocks HIV-1 LEDGF/p75-dependent DNA integration | TR-FRET IN-LEDGF/p75 DNA integration, Eu/Cy5 | inhibition, % at 3.7 µM | 370,000 compounds, 0.64% hits | AID 743269;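 active = inhibition above the screen-wide mean plus 3 SD, cut at about 13% in these data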;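 also: signal is the Cy5 over europium emission ratio at 671 and 618 nm; 0% = plate median of compound wells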
rCAG RNA binder – r(CAG) repeat RNA binding. TO-PRO-1 dye displacement fluorescence. inhibition, % at 3 µM. 370,000 compounds, 1.3% hits. AID 651821;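 active = inhibition above the plate cutoff, the mean of all test compounds on that plate plus 3 SD, cut at about 35% in these data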;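 also: 0% = DMSO alone and 100% = 100 µM mitoxantrone as full dye displacement; higher means more dye released from RNA so lower well fluorescence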
SIAE primary – blocks human sialic acid acetylesterase; SIAE FP-Rh probe binding, fluorescence polarization; 370,000 compounds, 0.69% hits; Q9HAT2; inhibition, % at 9.66 µM; AID 1053197;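 active = inhibition above a cutoff: mean of compounds within the control limits plus 3 SD of those, cut at about 17% in these data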;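 also: 0% = plate median of compound wells and 100% = probe without SIAE protein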
Target sequence (Q9HAT2 whole entry, looked up): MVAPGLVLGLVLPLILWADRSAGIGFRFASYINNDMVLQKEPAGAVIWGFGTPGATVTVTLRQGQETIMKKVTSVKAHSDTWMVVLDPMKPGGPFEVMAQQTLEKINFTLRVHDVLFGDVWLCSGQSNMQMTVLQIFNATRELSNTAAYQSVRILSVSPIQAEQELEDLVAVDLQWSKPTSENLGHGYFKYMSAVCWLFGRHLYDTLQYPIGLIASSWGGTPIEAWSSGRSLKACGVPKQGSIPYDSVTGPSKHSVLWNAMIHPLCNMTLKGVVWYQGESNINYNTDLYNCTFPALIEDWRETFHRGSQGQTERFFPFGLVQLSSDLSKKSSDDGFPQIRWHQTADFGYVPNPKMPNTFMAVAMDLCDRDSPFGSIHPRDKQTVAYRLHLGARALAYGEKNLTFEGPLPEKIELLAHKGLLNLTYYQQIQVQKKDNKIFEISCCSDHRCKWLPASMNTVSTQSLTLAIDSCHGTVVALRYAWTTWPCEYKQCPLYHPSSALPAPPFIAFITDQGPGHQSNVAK
PRMT1 inh – inhibitors of human PRMT1 | recombinant PRMT1, activity-based probe fluorescence polarization | AID 652257 | Q99873 | 370,000 compounds, 1.3% hits | inhibition, % at 2.79 µM;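 active = inhibition above about 21% made by adding two undisclosed values, limit read from the data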
Target sequence (Q99873 whole entry, looked up): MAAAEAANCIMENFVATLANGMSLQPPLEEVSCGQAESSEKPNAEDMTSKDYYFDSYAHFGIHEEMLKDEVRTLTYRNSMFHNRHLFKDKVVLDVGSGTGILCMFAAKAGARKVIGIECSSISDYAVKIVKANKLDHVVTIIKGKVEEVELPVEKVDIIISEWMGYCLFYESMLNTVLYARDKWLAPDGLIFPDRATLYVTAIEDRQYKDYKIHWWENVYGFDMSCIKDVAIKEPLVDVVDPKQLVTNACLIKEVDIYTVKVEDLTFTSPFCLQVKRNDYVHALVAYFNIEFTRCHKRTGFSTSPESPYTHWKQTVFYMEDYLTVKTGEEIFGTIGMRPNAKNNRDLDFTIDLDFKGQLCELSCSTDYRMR
TDP2 absorb – TDP2 (human) inhibition, absorbance primary screen; recombinant TDP2, T5PNP hydrolysis, p-nitrophenol absorbance 415 nm; O95551; inhibition, % at 12.8 µM; AID 720702; 370,000 compounds, 0.34% hits;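 active = inhibition above the mean of all tested compounds plus 3 SD, set per campaign, cut at about 25% in these data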;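 also: 0% = DMSO with enzyme and 100% = buffer with substrate but no TDP2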
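System – recombinant human TDP2 · Quantity – TDP2 enzyme at 120 nM final · Doses – single concentration, 12.8 µM nominal, with 1% DMSO · Incubation – 2 h at 37 °C · Measured by – epi absorbance of p-nitrophenol freed from T5PNP by hydrolysis · Read-out – % inhibition relative to enzyme-containing and enzyme-free wells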
ABHD4 inh – inhibitors of mouse ABHD4; 370,000 compounds, 0.54% hits; purified mABHD4, FP-Rh probe fluorescence polarization; Q8VD66; inhibition, % at 8.92 µM;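 active = inhibition exceeding the mean over every tested compound plus 3 SD, cut at about 30% in these data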;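 also: 0% = plate median of compound wells and 100% = S159A mutant with DMSO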
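system = mouse ABHD4 enzyme, wild type | medium = HEPES pH 7.0, NaCl, Pluronic buffer | also added = FP-Rh probe | incubation = Enzyme–compound pre-incubation 45 min, then probe 60 min, both 25 °C | technique = fluorescence polarization, excitation 525 nm, emission 598 nm, BODIPY TMR filters | controls = S159A mutant high control, sample median low control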
TCR CD3 inh – human TCR-CD3 binding inhibition; AID 651800; TAMRA-labeled TCR probe fluorescence, biochemical; 360,000 compounds, 0.37% hits; inhibition, % at 9.4 µM; in the data active = inhibition above about 19%;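 also: recombinant mutant TCR 2C K166C tagged with TAMRA read by polarization; 0% = receptor in buffer alone and 100% = receptor with positive control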
HTRA1 inh – HTRA1 (human) protease inhibition. Q92743. recombinant HTRA1, FP-rhodamine activity-based probe, fluorescence polarization. inhibition, % at 5.96 µM. 340,000 compounds, 0.5% hits. AID 504803; in the data active = inhibition above about 36%;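 also: 0% = enzyme with DMSO and 100% = wells lacking enzyme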
* hit, by the source's call; . = no result given. This is a subset. The share of hits here may be higher or lower than overall.

[1] O=C(O)CCCNC(=O)c1cncc(Br)c1
[2] Cc1c(C(=O)N(Cc2cccs2)C2CCS(=O)(=O)C2)oc2ccccc12 (stereo unspecified)
[3] Cc1ccc(S(=O)(=O)Nc2cccc(/C=C/C(=O)O)c2)cc1
[4] COc1cccc(/C=C(\C#N)c2nc3ccccc3[nH]2)c1OCC(=O)O
[5] O=C(NCCN1CCOCC1)c1cccc(NS(=O)(=O)c2ccc(Br)cc2)c1
[6] Cc1cc(=O)oc2cc(OCC(=O)OCC(=O)NC(=O)NC(C)C)ccc12

| assay / compound | 1 | 2 | 3 | 4 | 5 | 6 |
| --- | --- | --- | --- | --- | --- | --- |
| MBD2 DNA inh | 7 | 0 | 4 | 1 | -1 | -1 |
| SIAE primary | 1 | 6 | 4 | 4 | 2 | -4 |
| PRMT1 inh | 2 | 1 | -1 | -4 | -3 | -1 |
| TCR CD3 inh | -3 | -2 | 1 | 9 | 0 | 5 |
| GC-B act | -4 | -8 | 4 | -1 | 2 | 6 |
| TDP2 absorb | 2 | 16 | 3 | 1 | -1 | 0 |
| rCAG RNA binder | -1 | 1 | 5 | 11 | 3 | -4 |
| HTRA1 inh | -1 | 3 | -3 | -2 | -4 | 0 |
| LEDGF integ inh | 2 | 1 | 0 | 5 | 1 | -1 |
| ABHD4 inh | 4 | 1 | -17 | 4 | 5 | -4 |

[7] Cc1ccc(NC(=O)Nc2nnc(CSCCOc3ccc(Cl)cc3)s2)cc1
[8] O=C(CN1C(=O)C2CC=CCC2C1=O)OCC(=O)c1ccc(Cl)c([N+](=O)[O-])c1 (stereo unspecified)
[9] Cc1ccc2c(Cl)c(C(=O)NCCc3ccccc3)sc2c1
[10] CCOC(=O)C(=CNCC(=O)OC)C(=O)OCC
[11] C[C@H](CO)N1C[C@H](C)[C@@H](CN(C)C(=O)NC2CCCCC2)Oc2c(NC(=O)Nc3ccc(C(F)(F)F)cc3)cccc2C1=O
[12] Cc1cc(NS(=O)(=O)c2ccc(NC(=S)NC(=O)/C=C/c3ccccc3)cc2)no1

| assay / compound | 7 | 8 | 9 | 10 | 11 | 12 |
| --- | --- | --- | --- | --- | --- | --- |
| MBD2 DNA inh | 5 | -7 | -2 | 1 | 3 | -6 |
| SIAE primary | -8 | 3 | -4 | -4 | -9 | -16 |
| PRMT1 inh | 5 | 0 | -1 | -2 | -2 | -1 |
| TCR CD3 inh | -5 | -1 | -6 | 0 | 3 | -1 |
| GC-B act | 0 | 1 | 9 | 1 | -13 | 0 |
| TDP2 absorb | -9 | 11 | -7 | -2 | -3 | -9 |
| rCAG RNA binder | 12 | 3 | 1 | 0 | 0 | 71* |
| HTRA1 inh | -1 | -3 | -12 | -1 | -20 | -16 |
| LEDGF integ inh | -6 | 5 | 2 | 1 | 0 | -1 |
| ABHD4 inh | -5 | 3 | -5 | -1 | 0 | -16 |

[13] CCOc1cc(/C=C2/NC(=O)N(CC(=O)OC)C2=O)ccc1OC
[14] S=C(NCc1ccccc1)Nc1ccc2ccccc2c1
[15] CCOc1cccc(OCCCCN2CCOCC2)c1
[16] CCN(CC)S(=O)(=O)c1cc(C(=O)N(C)CC(=O)Nc2ccc(Cl)cc2)ccc1Cl
[17] CCN=C1Sc2nc3ccc(OCC)cc3cc2CN1CCOC
[18] CCn1c(/C=C/N(C(C)=O)c2ccccc2)[n+](CC)c2ccc(Cl)cc21

| assay / compound | 13 | 14 | 15 | 16 | 17 | 18 |
| --- | --- | --- | --- | --- | --- | --- |
| MBD2 DNA inh | -3 | 4 | 5 | 1 | -3 | -5 |
| SIAE primary | 9 | 9 | -2 | 3 | 8 | 6 |
| PRMT1 inh | -2 | 1 | 1 | -2 | 1 | 2 |
| TCR CD3 inh | 4 | 2 | 2 | 6 | 5 | 5 |
| GC-B act | 7 | 5 | 6 | 0 | -1 | -3 |
| TDP2 absorb | 0 | 6 | 0 | 1 | 1 | 2 |
| rCAG RNA binder | -5 | 2 | 2 | 2 | -4 | -1 |
| HTRA1 inh | -1 | -23 | 6 | -8 | 4 | 0 |
| LEDGF integ inh | -1 | 0 | 0 | -2 | 1 | 0 |
| ABHD4 inh | -2 | -16 | -5 | 0 | -1 | 2 |

Some of these compounds in order of heavy-atom count, lowest first.
[15] CCOc1cccc(OCCCCN2CCOCC2)c1
[14] S=C(NCc1ccccc1)Nc1ccc2ccccc2c1
[13] CCOc1cc(/C=C2/NC(=O)N(CC(=O)OC)C2=O)ccc1OC
[16] CCN(CC)S(=O)(=O)c1cc(C(=O)N(C)CC(=O)Nc2ccc(Cl)cc2)ccc1Cl
[11] C[C@H](CO)N1C[C@H](C)[C@@H](CN(C)C(=O)NC2CCCCC2)Oc2c(NC(=O)Nc3ccc(C(F)(F)F)cc3)cccc2C1=O

| assay / compound | 15 | 14 | 13 | 16 | 11 |
| --- | --- | --- | --- | --- | --- |
| MBD2 DNA inh | 5 | 4 | -3 | 1 | 3 |
| SIAE primary | -2 | 9 | 9 | 3 | -9 |
| PRMT1 inh | 1 | 1 | -2 | -2 | -2 |
| TCR CD3 inh | 2 | 2 | 4 | 6 | 3 |
| GC-B act | 6 | 5 | 7 | 0 | -13 |
| TDP2 absorb | 0 | 6 | 0 | 1 | -3 |
| rCAG RNA binder | 2 | 2 | -5 | 2 | 0 |
| HTRA1 inh | 6 | -23 | -1 | -8 | -20 |
| LEDGF integ inh | 0 | 0 | -1 | -2 | 0 |
| ABHD4 inh | -5 | -16 | -2 | 0 | 0 |

(listing goes on)
[19] CCOC(=O)C1=C(CNC2CCCCC2)NC(=O)NC1c1cc(C)ccc1C (stereo unspecified)
[20] C[C@H](CO)N1C[C@H](C)[C@@H](CN(C)C(=O)Nc2ccc(C(F)(F)F)cc2)Oc2c(cccc2N(C)C)C1=O
[21] CC1CCN(CCC(=O)Nc2ccccc2)CC1
[22] Cc1ccc(S(=O)(=O)N2CCN(CC(=O)N(CC(C)C)c3c(N)n(CC(C)C)c(=O)[nH]c3=O)CC2)c(C)c1
[23] CCCN1C2CCCC1CC(NC(=O)c1ccccc1)C2 (stereo unspecified)
[24] O=C1NC[C@H](CCCCN2C[C@H](Cc3ccccc3)N(CC3CCCCC3)C(=O)C2=O)N(CCC2CCCCC2)C1=O
[25] CN(C)c1ccc(/C=C2\SC(=O)N(CCc3nnc(N)s3)C2=O)cc1

| assay / compound | 19 | 20 | 21 | 22 | 23 | 24 | 25 |
| --- | --- | --- | --- | --- | --- | --- | --- |
| MBD2 DNA inh | -3 | 6 | 1 | -4 | -4 | 11 | -7 |
| SIAE primary | 3 | -12 | -4 | 3 | 1 | 11 | -33 |
| PRMT1 inh | -3 | 1 | 1 | -3 | -3 | 1 | -8 |
| TCR CD3 inh | 1 | 8 | -2 | -3 | -3 | -4 | -9 |
| GC-B act | -9 | 2 | 4 | -5 | -2 | -4 | -2 |
| TDP2 absorb | 1 | -10 | 5 | -8 | 6 | 4 | -1 |
| rCAG RNA binder | -3 | -5 | -2 | -6 | -1 | 1 | -1 |
| HTRA1 inh | -1 | -6 | 0 | -3 | 0 | . | -40 |
| LEDGF integ inh | 0 | -2 | -3 | 4 | 2 | 0 | -7 |
| ABHD4 inh | 8 | 4 | 3 | -2 | 0 | 6 | -63 |

An excerpt of these results, with tabs.
No.	canonical_smiles	MBD2 DNA inh	SIAE primary	PRMT1 inh	TCR CD3 inh	GC-B act	TDP2 absorb	rCAG RNA binder	HTRA1 inh	LEDGF integ inh	ABHD4 inh
19	CCOC(=O)C1=C(CNC2CCCCC2)NC(=O)NC1c1cc(C)ccc1C (stereo unspecified)	-3	3	-3	1	-9	1	-3	-1	0	8
20	C[C@H](CO)N1C[C@H](C)[C@@H](CN(C)C(=O)Nc2ccc(C(F)(F)F)cc2)Oc2c(cccc2N(C)C)C1=O	6	-12	1	8	2	-10	-5	-6	-2	4
21	CC1CCN(CCC(=O)Nc2ccccc2)CC1	1	-4	1	-2	4	5	-2	0	-3	3
22	Cc1ccc(S(=O)(=O)N2CCN(CC(=O)N(CC(C)C)c3c(N)n(CC(C)C)c(=O)[nH]c3=O)CC2)c(C)c1	-4	3	-3	-3	-5	-8	-6	-3	4	-2
